# Screens deposited in PubChem BioAssay by National Center for Advancing Translational Sciences (NCATS).
# TDP1 inh = TDP1 (human) enzyme inhibition. Q9NUW8. recombinant TDP1, AlphaScreen DNA substrate cleavage. Potency, µM (highest dose often 130 µM), without a hit: at the top dose activity change, negative = inhibition, usual class: inhibitors. actives 0.28% (n = 350,000); further: nearly all actives have a fitted effect of over 40% in size
# Target sequence (Q9NUW8 whole entry, looked up): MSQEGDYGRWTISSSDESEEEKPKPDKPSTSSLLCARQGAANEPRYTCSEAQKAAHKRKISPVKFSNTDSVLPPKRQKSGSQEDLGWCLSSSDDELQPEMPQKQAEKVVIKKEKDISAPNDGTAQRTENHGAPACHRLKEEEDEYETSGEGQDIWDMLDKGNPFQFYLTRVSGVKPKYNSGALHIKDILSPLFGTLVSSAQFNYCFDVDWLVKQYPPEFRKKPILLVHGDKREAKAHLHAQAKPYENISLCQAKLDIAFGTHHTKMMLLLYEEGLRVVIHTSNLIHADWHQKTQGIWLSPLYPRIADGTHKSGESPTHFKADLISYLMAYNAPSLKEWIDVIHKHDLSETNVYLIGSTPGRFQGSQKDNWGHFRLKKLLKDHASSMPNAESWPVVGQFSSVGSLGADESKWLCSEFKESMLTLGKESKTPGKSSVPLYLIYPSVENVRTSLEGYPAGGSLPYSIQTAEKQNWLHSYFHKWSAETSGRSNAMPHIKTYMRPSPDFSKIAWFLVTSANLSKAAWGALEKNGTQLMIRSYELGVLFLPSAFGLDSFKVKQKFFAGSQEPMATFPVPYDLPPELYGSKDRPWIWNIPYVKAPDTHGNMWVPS
#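 Signal: AlphaScreen proximity between streptavidin donor and anti-FITC acceptor beads on intact substrate. Reaction: Tdp1 1 nM, substrate 15 nM final, 5 min RT after 15 min compound preincubation.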
# TDP1 cell noCPT = qHTS for Inhibitors of human tyrosyl-DNA phosphodiesterase 1 (TDP1): qHTS in cells in absence of CPT; actives 15% (n = 420,000); Potency, µM (top dose mostly 46.2 µM), for inactives: at the highest dose activity change, negative = growth inhibition, actives largely listed as inhibitors; DT40 Tdp1-/- hTDP1 cells, no CPT, ATP luminescence, 48 h; further: nearly all actives have a fitted effect of over 55% in size
#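 Seeded 400 DT40-hTDP1 cells/well (vehicle DMSO, no 20 nM CPT); pinned compounds; ≥48 hr at 37 °C; CellTiter-Glo luminescence as viability measure.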
# TDP1 cell CPT = growth inhibition of DT40 Tdp1-/-;hTDP1 cells with camptothecin (screen for TDP1 inhibitors); chicken DT40 Tdp1-/-;hTDP1 cells + 20 nM CPT, ATP luminescence, 48 h; Potency, µM (titrated, usually from 46.2 µM), for inactives: top-dose activity change, negative = growth inhibition, most hits filed as inhibitors; actives 12% (n = 420,000); further: nearly all actives have a fitted effect of over 55% in size
#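 Chicken DT40 Tdp1-/- cells complemented with human TDP1, 400 cells/well, exposed to compounds plus 20 nM camptothecin for at least 48 h at 37 C; viability read as ATP content by CellTiter-Glo luminescence.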
# Starred values were filed as active, the others as inactive; ? = inconclusive; nt = no result given; & = joins results of further samples; [ ] = dose if it differs, or a comment. The call rests on the fitted dose curve; in most records, active means well fitted curve in the direction sought with a large enough effect; inconclusive means small, poorly fitted or top-dose-only effect, or another doubt; inactive means no such curve, though single readings can be large; an effect the other way counts as inactive or inconclusive. On the % scale 0 is the no-effect control and ±100 the full control effect; potency means the concentration at half of the fitted maximal effect.
SMILES,TDP1 inh,TDP1 cell noCPT,TDP1 cell CPT
Cc1ccc(CNC(=O)CCc2c(C)c3cc4c(C)coc4cc3oc2=O)cc1,-2%,?,16µM*
O=[N+]([O-])c1ccc(N2CCN(c3cccc(Cl)c3)CC2)cn1,2%,?,?
Cc1ccccc1NC(=O)CSc1nc2c(c(=O)n(C)c(=O)n2C)n1Cc1ccccc1F,-3%,-9%,0%
COCCn1c(=O)[nH]c2cc(C(=O)N3CCN(c4ccc(F)cc4)CC3)ccc2c1=O,0%,?,?
CS(=O)(=O)N(CC(=O)N1CCN(c2ccccc2)CC1)c1ccccc1Cl,nt,-10%,-4%
CCN(CC)C(=S)Nc1ccc(Cl)c(Cl)c1,0%,?,-9%
Cc1ccc(CNS(=O)(=O)c2cc(C(=O)Nc3cccc(C(F)(F)F)c3)ccc2F)cc1,3%,?,?
COC(=O)C1SCC2C(=O)N(Cc3ccccc3)CC(=O)N21 (stereo not drawn),0%,2%,4%
CCN1CCN(CCNC(=O)CCc2c(C)c3c(C)nn(-c4ccccc4)c3n(C)c2=O)CC1,5%,?,?
O=c1cc(CSc2ccc(Cl)cc2)nc(N2CCCCC2)[nH]1,4%,?,?
Cc1ccn(CC(=O)N2CCCC(N3CCN(c4ccccc4F)CC3)C2)n1 (stereo not drawn),nt,11%,-11%
CCOC(=O)[C@@H]1[C@H]2COc3cc(OC)ccc3[C@H]2N2C(=O)N(c3ccc(C)cc3)C(=O)[C@@]12C,nt,?,?
COc1ccc(C(=O)/C=C/c2ccccc2F)c(OC(=O)c2ccc([N+](=O)[O-])cc2)c1,9%,13µM*,23µM*
NC(=O)CCN1CCCCC1,5%,23%,1%
CCCn1c2ccccc2c2cnn(CC(=O)NCc3ccc(OC)cc3)c(=O)c21,3%,?,?
CCOc1ccc(-c2cc3nc(C4CCN(C(=O)OC(C)(C)C)CC4)c(C(=O)Nc4cccc(Cl)c4C)cn3n2)cc1,9%,15µM*,18µM*
C#CC1(O)CCCC2C3CCC4CC(OC(C)=O)CCC4(C)C3C(=O)CC21C (stereo not drawn),nt,21µM*,23µM*
C[C@H](CO)N1C[C@H](C)[C@@H](CN(C)S(=O)(=O)c2cn(C)cn2)Oc2ccc(NC(=O)NC3CCCCC3)cc2C1=O,1%,-1%,3%
O=C(Cc1ccc(OCCC2CCCCC2)cc1)NO,nt,10µM*,7.1µM*
O=S1(=O)CC(N2CCSCC2)CN1Cc1cn(Cc2ccc(F)cc2)nn1 (stereo not drawn),nt,-11%,4%

# Next section, overlapping the part above by 2 compounds.
SMILES,TDP1 inh,TDP1 cell noCPT,TDP1 cell CPT
O=C(Cc1ccc(OCCC2CCCCC2)cc1)NO,nt,10µM*,7.1µM*
O=S1(=O)CC(N2CCSCC2)CN1Cc1cn(Cc2ccc(F)cc2)nn1 (stereo not drawn),nt,-11%,4%
COc1ccc(-c2cc(C(F)(F)F)nc(-n3nc(C(F)(F)F)cc3C)n2)cc1,-1%,13µM*,15µM*
CCOC(=O)c1c(C)[nH]c(C(=O)CC(=O)OC)c1C,-3%,-15%,-5%
CCOC(=O)Cc1nnc(NC(=O)C23CC4CC(CC(C4)C2)C3)s1,5%,-17%,-2%
C/C(=N\Nc1nc(C(=O)O)cs1)c1ccccc1,4%,-23%,3%
COc1ccc(N2CCN(c3nc(-c4cccs4)nc4ccccc34)CC2)cc1,5%,23µM*,?
O=C(COc1ccc(Cl)cc1)Nc1cccc(-c2ccc3nncn3n2)c1,0%,16µM*,-25%
CC(=O)Cc1nsc(NC(=O)c2ccc(-c3ccc(F)cc3)o2)n1,5%,?,-13%
CN(C)c1ccc(NC(=O)C2C3C=CC(C3)C2C(=O)O)cc1 (stereo not drawn),nt,-16%,-18%
Cc1oc(-c2ccc(Cl)cc2)nc1CS(=O)CC(=O)NC(C)c1ccccc1 (stereo not drawn),4%,?,-23%
CC(CCc1ccccc1)NC(=O)COC(=O)c1cccc(N(C)C)c1 (stereo not drawn),nt,?,?
CCNC(=O)/C(=C\c1ccc2c(c1)OCO2)NC(=O)c1ccc(Br)cc1,2%,-5%,-18%
O=C(c1cccc(S(=O)(=O)N2CCN(c3ccc(F)cc3)CC2)c1)N1CCN(c2ccccc2O)CC1,nt,?,?
Cn1c(NCc2c(O)ccc3ccccc23)nc2ccccc21,3%,?,-22%
CCCCNC(=O)O[C@@H]1C[C@H]2CCCC(=O)N3CC[C@@H](C1)[C@@H]23,nt,-1%&-21%,8%&-11%
CCC(=O)N1CCN(c2nc(-c3ccccc3)c3c(c2C#N)CCCC3)CC1,-2%,?,?
COc1ccc2[nH]c3c(c2c1)CCN1C(=O)C(CC(=O)NC(C)(C)C)C[C@H](C(=O)N2CCOCC2)[C@@]31CCC1CCCC1 (stereo partly drawn),2%[56.1 µM],-26%,-29%
Cn1c(N2CCN(C(c3ccccc3)c3ccccc3)CC2)nc2ccccc21,5%,18µM*,?
COc1ccc(N(C(=O)c2ccco2)S(=O)(=O)c2ccccc2)cc1,2%,-17%,-8%
O=C(COc1ccccc1[N+](=O)[O-])N(C1CCCCC1)C1CCS(=O)(=O)C1 (stereo not drawn),1%,-25%,?
CC(=O)c1cc2c(cc1NC(=O)CCCC(=O)O)OCO2,0%,-8%,5%

# Given with bars between the fields: three of the compounds above.
Structure | TDP1 inh | TDP1 cell noCPT | TDP1 cell CPT
CCOC(=O)c1c(C)[nH]c(C(=O)CC(=O)OC)c1C | -3% | -15% | -5%
CC(=O)Cc1nsc(NC(=O)c2ccc(-c3ccc(F)cc3)o2)n1 | 5% | ? | -13%
CN(C)c1ccc(NC(=O)C2C3C=CC(C3)C2C(=O)O)cc1 (stereo not drawn) | nt | -16% | -18%

# Further results follow.
SMILES,TDP1 inh,TDP1 cell noCPT,TDP1 cell CPT
C=CCNC(=O)CSc1nnc(-c2ccc(S(=O)(=O)N3CCCC3)cc2)n1C,7%[0.0935 µM],1%,-1%
O=C(Nc1nccs1)c1ccc([N+](=O)[O-])cc1,9%,-13%,-8%
Cc1cc(=O)[nH]c(N/N=C/c2cn(CCC#N)nc2-c2ccccc2)n1,9%,-10%,-9%
CN1CCN(S(=O)(=O)c2ccc(Nc3cccc(Cl)c3)c([N+](=O)[O-])c2)CC1,11%,23µM*,?
S=C1NC2(CCCCCC2)N=C1c1ccccc1,5%,?,-24%
CNC(=S)N1CCN(c2nc(-c3ccc(F)cc3)cs2)CC1,4%,?,?
Cc1ccc(N=c2c([N+](=O)[O-])nn(-c3ccc4c(c3)OCCO4)n2O)cc1F,3%,?,?
O=C(Nc1c(Cl)cccc1Cl)c1cc(-c2cccc(O)c2)on1,3%,?,?
O=C(c1cc2ncc(CCCl)cn2n1)N1CCCCCC1,4%,-1%,-2%
O=C(Nc1cccc(NC(=O)c2ccco2)c1)c1ccc([N+](=O)[O-])cc1,0%,-25%,-21%
CCOc1ccc(NC(=O)CN(C)C(=O)C2CC(=O)N(c3ccc4c(c3)OCCO4)C2)cc1OCC (stereo not drawn),4%[0.505 µM],-11%,-3%
CCC(=O)OCCn1c(Br)nc2c1c(=O)[nH]c(=O)n2C,3%,-9%,0%
O=Cc1cn(CCC(=O)O)nc1-c1cccc(Br)c1,5%,-20%,-16%
CCOC(=O)N1CCC(N2Cc3cccc(C(=O)NC(C)c4ccc5c(c4)OCCO5)c3C2=O)CC1 (stereo not drawn),7%,23µM*,?
O=C(CCN1CCCCCC1)Nc1cccc(Cl)c1,0%,-20%,-1%
COc1cccc(C(=O)c2ccccc2NC(C)=O)c1,nt,?,6%
CCN(CC)C(=O)C1CCCN(Cc2nc(-c3cccs3)no2)C1 (stereo not drawn),0%,-26%,6%
COc1ccc(NC(=O)CCC(=O)N2CCC(c3ccccc3)=N2)cc1S(=O)(=O)N1CCCCC1,nt,?,?
N#CC1=C(N)Oc2cc(O)c(Cl)cc2C1c1cccnc1 (stereo not drawn),7%,?,?
O=C(/C=C/c1ccco1)NC(=S)Nc1ccccc1,nt,26µM*,-28%
COC(=O)/C(=C\c1ccc([N+](=O)[O-])cc1)NC(=O)c1ccccc1,nt,-18%,-2%
Cc1ccc(Nc2nnc(SCC3CCCCO3)s2)cc1 (stereo not drawn),1%,?,-2%
C=CCc1c(C)[nH]c2c(OC)cccc2c1=S,5%,18µM*,13µM*
C[C@@]12C(=O)N(c3ccc(Cl)cc3)C(=O)N1[C@@H]1c3ccccc3OC[C@@H]1[C@H]2c1ccccc1,0%,?,?
CCCCN(C)c1c(C)nc2ccc(C(=O)NCc3cccs3)cn12,nt,?,?
CCCCN(C(=O)CC1CCCC1)c1c(N)n(CCCC)c(=O)[nH]c1=O,1%,-19%,-9%
CCOc1cc(C(=S)N2CCCC2)ccc1O,nt,-3%,-2%
COc1ccc(-c2cc(C(=O)N/N=C/c3ccc(OC)c(COCC(F)(F)C(F)F)c3)c3ccccc3n2)c(OC)c1,0%,5.8µM*,5.8µM*
COC(=O)C(=C/C(C)=C/c1cccs1)C(=O)OC,-4%,?,?
CCOCCn1ccc2c(OCC(=O)NCc3ccccc3)cccc2c1=O,3%,-15%,-14%
COc1cccc(C(=O)N2CCCc3ccccc32)c1OC,nt,?,-8%
COc1cc(SC#N)ccc1N=Cc1c(C)[nH]n(-c2ccc(C)cc2)c1=O,-3%,3.7µM*,2.6µM*
CCOC(=O)CCC(=O)NCc1ccc2c(c1)cc(C)n2C,2%,-3%,-11%
C=CCn1c(SCc2nc3cc(C(=O)OC)ccc3c(=O)[nH]2)nc2sc(CC)cc2c1=O,6%,18µM*,?
O=C(Nc1nnc(COc2ccccc2)s1)Nc1ccccc1F,nt,-19%,?
O=c1[nH][nH]c(-c2ccccc2)c1-c1ccccc1,nt,-27%,8%
O=[N+]([O-])c1ccc(/C=C/c2cc(Cl)nc3ccccc23)cc1,nt,?,?
CN(C(=O)c1ccc2c(c1)OCO2)C1(C)CCS(=O)(=O)C1 (stereo not drawn),nt,-6%,21%
CCCn1c(=O)c(C(=O)Nc2ncccc2O)c(O)c2ccccc21,nt,-3%,-15%
CCC(=O)c1ccc(OCC(O)CN(C)C2CCCCC2)cc1 (stereo not drawn),6%,16%,-3%
O=C1OCC/C1=C\c1ccccc1O,-4%,4%,2%
Clc1ccc(C2=NNC(=NCc3ccc4c(c3)OCO4)SC2)cc1,5%,5.8µM*,10µM*
CC1(C(=O)NCc2ccccc2)CCC(=O)N1CC(F)(F)F (stereo not drawn),nt,9%,-2%
O=C(CCN1CCN(c2ccccc2)CC1)Nc1ccc(OCc2ccccc2)cc1,2%,?,?
COc1ccc(C#CC2=CC(=O)CC(C)(C)C2)cc1,nt,?,?
Cc1ccc(-n2nc(C(=O)O)nc2-c2ccccc2)cc1,2%,-10%,6%
CC(=O)NC(c1cccc(F)c1)c1nc(-c2ccc3ccccc3c2)cs1 (stereo not drawn),nt,?,?
COc1cc2cnc(-c3ccccc3)c(-c3ccc(C(F)(F)F)cc3)c2cc1OC,-6%,?,?
Cc1cc(C)cc(N(C(=O)c2ccco2)C(C(=O)NC2CCCC2)c2ccncc2)c1 (stereo not drawn),?,0%,5%
O=Cc1ccc(O)c2ncccc12,7%,0.58µM*,0.65µM*
CC(C)NC(=O)C1CCN(C2CCN(C(=O)/C=C/c3cccs3)CC2)CC1,1%,2%,12%
O=C(Nc1ccccc1)n1cc(-c2ccccn2)c(N2CCOCC2)n1,2%,?,-8%
CCOc1ccc2cc(-c3nnc(Nc4ccc(C)cc4)s3)c(=O)oc2c1,-4%[12.3 µM],-14%,-3%
CC1CCCC(N2CCN(C(=O)c3cccc(F)c3)CC2)C1 (stereo not drawn),-7%,-4%,-4%
COc1ccc(CN2CCN(c3cccc(C)c3C)CC2)cc1OC,3%,16%,-9%
COc1cc(C(=O)N/N=c2/sc3ccccc3n2C)cc(OC)c1OC,6%,?,-18%
Cc1ccccc1OCc1nc2c3cnn(-c4ccccc4Br)c3ncn2n1,-1%,?,?
COCc1cc(C)nc(SCC(=O)Nc2cccc(C)c2C)c1C#N,-3%,-5%,-21%
CCCCc1ccc(/C(C)=N/Nc2cc(N3CCOCC3)nc(C)n2)cc1,nt,23µM*,?

# Entries listed so far that contain an aryl thioether with sulfur outside any ring, in the order listed:
SMILES,TDP1 inh,TDP1 cell noCPT,TDP1 cell CPT
Cc1ccccc1NC(=O)CSc1nc2c(c(=O)n(C)c(=O)n2C)n1Cc1ccccc1F,-3%,-9%,0%
O=c1cc(CSc2ccc(Cl)cc2)nc(N2CCCCC2)[nH]1,4%,?,?
C=CCNC(=O)CSc1nnc(-c2ccc(S(=O)(=O)N3CCCC3)cc2)n1C,7%[0.0935 µM],1%,-1%
Cc1ccc(Nc2nnc(SCC3CCCCO3)s2)cc1 (stereo not drawn),1%,?,-2%
C=CCn1c(SCc2nc3cc(C(=O)OC)ccc3c(=O)[nH]2)nc2sc(CC)cc2c1=O,6%,18µM*,?
COCc1cc(C)nc(SCC(=O)Nc2cccc(C)c2C)c1C#N,-3%,-5%,-21%
